# NCI-60 one-dose screen, 48 h, at 10 µM unless noted. Numbers give growth in % (100 = growth as untreated, 0 = no growth, -100 = all killed).
# TK-10 = TK-10 renal cancer cells | 81,000 compounds, 3.9% hits
# SN12C = SN12C renal cancer cells | 81,000 compounds, 3.8% hits | AID 1794767
# U251 = U251 CNS tumor cells; 80,000 compounds, 5.4% hits; AID 1794753
# CAKI-1 = CAKI-1 renal cancer; 75,000 compounds, 4.7% hits; AID 1794772
# ACHN = ACHN renal cancer; 81,000 compounds, 4.9% hits; AID 1794771
# 786-0 = 786-0 renal cancer cells; 81,000 compounds, 5.1% hits
# RXF 393 = RXF 393 renal cancer cells | 77,000 compounds, 6.9% hits
# UO-31 = UO-31 renal cancer | AID 1794768 | 81,000 compounds, 5.2% hits
# A498 = A498 renal cancer cells. AID 1794774. 76,000 compounds, 5.4% hits
# Numbers without * were called inactive; . = no result given. How the source made its calls: active means growth percent below 10; inactive means the rest.
# The first four records as a preview:
SMILES	TK-10	SN12C	U251	CAKI-1	ACHN	786-0	RXF 393	UO-31	A498
COc1ccc2c(c1)N(CCO)C1=C(C(=O)OC1)C2c1cccc(Br)c1 (stereo not drawn)	60	27	14	8.9*	28	21	44	32	-1.8*
CC1(C)CC(=O)C2=C(C1)N(CCc1ccc(S(N)(=O)=O)cc1)C1=C(C(=O)CC(C)(C)C1)C2c1ccc(O)cc1	100	102	108	94	99	106	128	86	.
C/C=C/C/C=C/[C@H](C)C[C@H](O)[C@@H]1C[C@@H]2O[C@H]2/C=C/[C@@H]2OC(C)(C)O[C@H]2/C=C/C[C@H](C)CC(=O)O1	19	38	30	19	38	53	81	5.4*	96
O=C(O)c1ccc(/C=N/NC(=O)c2cccc3ccccc23)cc1	106	107	99	97	99	112	103	82	72

# The whole of this part, previewed entries included:
SMILES	TK-10	SN12C	U251	CAKI-1	ACHN	786-0	RXF 393	UO-31	A498
COc1ccc2c(c1)N(CCO)C1=C(C(=O)OC1)C2c1cccc(Br)c1 (stereo not drawn)	60	27	14	8.9*	28	21	44	32	-1.8*
CC1(C)CC(=O)C2=C(C1)N(CCc1ccc(S(N)(=O)=O)cc1)C1=C(C(=O)CC(C)(C)C1)C2c1ccc(O)cc1	100	102	108	94	99	106	128	86	.
C/C=C/C/C=C/[C@H](C)C[C@H](O)[C@@H]1C[C@@H]2O[C@H]2/C=C/[C@@H]2OC(C)(C)O[C@H]2/C=C/C[C@H](C)CC(=O)O1	19	38	30	19	38	53	81	5.4*	96
O=C(O)c1ccc(/C=N/NC(=O)c2cccc3ccccc23)cc1	106	107	99	97	99	112	103	82	72
CCN1C(=O)N(CC)C2C1NN=c1s/c(=C\c3ccc(F)cc3)c(=O)n12 (stereo not drawn)	65	31	10.0*	33	35	35	5.3*	42	23
CCCc1c(C)[nH]c2ccc(Br)cc2c1=O	105	97	96	92	95	96	109	84	80
Cc1ccc(C(C)(C)O)cc1	94	99	100	104	100	99	104	85	92
C=C1CC[C@H]2[C@@H]([C@H]3[C@@H](C)CC[C@@H]13)C2(C)C	100	102	94	100	96	96	131	88	104
CSc1nc(S(C)(=O)=O)nc2[nH]c(=O)[nH]c12	119	96	105	.	98	107	110	.	118
Cc1nc2ncccc2nc1Nc1ccccc1	104	86	104	97	93	104	108	61	108
CC12CCCCC1C(C(N)=O)C(=O)O2 (stereo not drawn)	100	98	104	104	112	101	.	94	124
Cc1ccc(NCC(=O)Nc2ccc(-c3nc4ccccc4s3)cc2)cc1	107	89	81	99	107	90	89	62	.
Nc1cccc(N=[N+]([O-])c2cccc(N)c2)c1	125	98	105	94	114	111	110	79	103
CC(C)(C)c1ccc(NCc2cn(-c3ccc(C(=O)O)cc3)nc2-c2ccc(C#N)cc2)cc1	86	16	23	34	27	23	.	36	58
Nc1ccc2c(c1Cl)C(=O)c1ccc(N)c(Cl)c1C2=O	94	79	89	74	94	111	116	70	125
Cn1c2ccc(O)cc2c2cc3ncccc3nc21	146	70	84	.	50	82	88	38	97
COc1ccc(NC(=O)c2ccc(Cl)cc2)cc1	89	100	95	100	117	90	106	85	77
CCOC(=O)Cn1c(=O)c2nnc(C)n2c2ccccc21	105	105	96	94	100	99	110	95	104
NC(=O)c1cc[n+](CC2=C(C(=O)[O-])N3C(=O)[C@@H](NC(=O)Cc4cccs4)[C@H]3SC2)cc1	.	91	85	99	123	110	91	98	103
CNc1ccc(CSc2ccc(Cl)cc2)cc1	126	92	97	-3.5*	106	71	111	58	87
COc1ccc(Nc2n[nH]c(Cc3ccccc3)n2)cc1	94	103	102	.	99	92	113	89	94
Cc1c[nH]c(=O)n(CCOc2nc(-c3ccc(F)cc3)cc(-c3ccco3)n2)c1=O	106	104	108	99	105	102	113	69	102
CC(C)C1=C[C@@]23CC[C@@H]4[C@](C)(CCC[C@]4(C)C(=O)NCc4ccccc4)[C@H]2C[C@@H]1[C@H]1C(=O)OC(=O)[C@H]13	45	52	25	77	26	71	.	43	85
CC1(c2ccccc2)NC(=O)N(CC(=O)Nc2ccc(C(=O)/C=C/c3ccccc3)cc2)C1=O (stereo not drawn)	92	69	-15*	62	60	43	.	53	104
CCSc1nc(NC)c2cc(-c3ccc(C(F)(F)F)cc3)ccc2n1	121	95	103	96	98	102	91	92	112
Cc1cccc(Nc2nc3ccccc3nc2/C=C/c2ccc(F)cc2)c1	151	91	94	80	90	97	98	68	112
COc1cc(/C=C2\SC(=S)N(NC(=O)CSc3nnc(Cc4ccccc4Nc4c(Cl)cccc4Cl)n3-c3ccccc3)C2=O)ccc1OCC(C)C	98	92	96	96	102	99	97	74	100
N#C/C(=C\c1ccc(-c2ccccc2Cl)o1)C(=O)Nc1ncc(Cc2cc(Cl)ccc2Cl)s1	109	80	69	84	106	25	84	94	93
Cc1ccc2c(-c3nn(-c4ccccc4)c(N)c3C#N)cc(=O)oc2c1	133	96	95	.	94	97	108	94	108
Cc1ccc(NC(=O)c2ccc(CN3CCOCC3)c(C(F)(F)F)c2)cc1Oc1ccc(-c2[nH]nc3ncnc(N)c23)cc1	80	82	67	39	58	69	40	55	87
CS(=O)c1nccc(-c2c(-c3ccc(F)c(OCCc4ccc(F)cc4)c3)nc3sccn23)n1 (stereo not drawn)	107	93	93	47	38	95	61	-45*	82
O=C(OCCNC1CCCCC1)c1ccccc1O	104	107	113	108	99	98	107	101	99
COc1cc(-c2nc3sc(C4CC4)nn3c2-c2ccc(F)cc2)cc(OC)c1OC	76	77	75	69	79	68	69	62	60
CCOC(=O)c1c(C)nc2ccccc2c1/C=C/c1ccc(C)cc1	92	80	82	65	67	90	97	58	79
CCN(O)C(N)=O	100	106	102	.	98	97	115	95	105
C1=Nc2c(c(-c3ccccc3)c(-c3ccccc3)n2C2CCCCC2)C2=NCCN12	136	98	100	67	104	98	111	72	.
COC(=O)C1(CC(=O)c2cccs2)NC(=S)NC(=O)C1C#N (stereo not drawn)	100	97	109	96	103	111	101	88	132
CCOC(=O)c1nn(C2CCCCO2)c2ccc(NC(=O)Cn3nnc4ccccc43)cc12 (stereo not drawn)	117	98	96	98	99	91	125	83	86
CC(C)CC(CC(C)C)OB(OC(CC(C)C)CC(C)C)OC(CC(C)C)CC(C)C	95	97	106	101	94	.	124	.	107
NS(=O)(=O)c1ccc(-n2c(SCC(=O)Nc3ccc(S(=O)(=O)Nc4ccc(Cl)nn4)cc3)nc3ccccc3c2=O)cc1	100	98	102	87	90	103	122	83	119
COc1ccc(-c2nsc3c2NC(=O)CC3c2ccc3c(c2)OCO3)cc1 (stereo not drawn)	32	56	12	26	50	57	11	34	.
C=C(C)[C@@H]1C[C@H](O)Cc2cc(Cl)cc(Cl)c2N1	99	97	95	92	96	100	101	81	87
CC1CCCCC1CO (stereo not drawn)	112	110	109	97	99	105	127	95	103
CCCCn1c(O)c(N=NC(=O)c2ccc(S(N)(=O)=O)cc2)c2ccccc21	102	98	95	86	92	76	97	85	79
O=C(O)CNC(=O)c1ccc(C(=O)NCC(=O)O)cc1	132	102	100	94	107	101	105	80	97
Nc1ccc(S(=O)(=O)Nc2cc(Cl)cc(Cl)c2)cc1	84	104	92	93	98	94	96	85	92
O=C(O)c1cc(S(=O)(=O)Cl)cc(S(=O)(=O)Cl)c1	119	117	101	104	108	113	118	103	74
CCCCCCCCCCCCCCCCCCOC(=O)CCl	104	101	100	98	102	102	105	99	104
Cc1cc(-c2ccc(Cl)cc2)n(Cc2nnc(SCC(=O)Nc3ccc(S(N)(=O)=O)cc3)n2-c2ccc([N+](=O)[O-])cc2)n1	105	82	88	71	79	109	76	64	84
N#Cc1c(-c2cccnc2)cc(-c2ccc(Cl)cc2)[nH]c1=O	142	96	105	.	95	98	104	82	94

# Other structures follow:
SMILES	TK-10	SN12C	U251	CAKI-1	ACHN	786-0	RXF 393	UO-31	A498
COc1cc(/C=C/c2ccccc2)oc(=O)c1	114	106	85	113	97	103	.	94	89
COc1cccc(-c2cc(-c3ccc(NC(=O)c4ccccc4)cc3)[nH]c(=O)c2C#N)c1	119	99	99	84	96	108	101	76	96
O=C(O)CCOc1ccc(Cl)cc1	86	100	94	.	106	101	109	90	80
CCCC(=O)c1ccc2ccccc2c1O	97	.	98	95	100	96	123	96	92
COc1ccc(C2=NN(C(C)=O)C(c3ccc(C)s3)C2)cc1 (stereo not drawn)	91	90	92	97	96	87	116	69	67
COc1cccc(NC(=O)Nc2cccc(-c3ccc(=O)[nH]n3)c2)c1	121	94	91	.	102	91	100	91	91
CC1CCS(=O)(=O)C1 (stereo not drawn)	93	97	98	98	103	103	101	89	71
Cc1cc2nc(-c3ccccc3Br)n3c(=O)cc(C)n3c2cc1C	84	94	101	90	99	83	99	89	85
Cc1ccc(-n2c(SCC(=O)Nc3ccc(-c4nc5ccccc5[nH]4)cc3)nc3ccccc3c2=O)cc1	111	98	100	115	98	100	102	105	98
COc1ccc(/C=c2\c(=O)n(-c3ccccc3)c3nnc(NN)n23)cc1	153	103	106	88	98	112	112	67	107
O=C(NNCN1C(=O)c2ccccc2C1=O)c1ccccc1	98	100	106	108	98	101	107	75	111
Cc1ccccc1NS(=O)(=O)c1ccccc1	110	103	101	103	127	115	110	94	104
Cc1cc2nc(C(Cl)Cl)nc(-c3cccs3)n2n1	18	62	-11*	-31*	-36*	78	-53*	31	-41*
O=C(NCc1ccccc1)C(Cl)Cl	90	104	99	96	104	104	107	92	94
CC(CN)[C@@H]1CC[C@]2(CO)CC[C@]3(C)[C@H](CC[C@@H]4[C@@]5(C)CCC(N)C(C)(C)[C@@H]5CC[C@]43C)[C@@H]12 (stereo partly drawn)	58	26	-88*	34	18	-63*	53	1.0*	92
COc1ccc(C(=O)Nc2ccc(N(C)C)cc2)cc1	74	100	93	95	113	95	100	81	108
NS(=O)(=O)c1ccc(NC2=C(Cl)C(=O)c3ccccc3C2=O)cc1	164	87	97	107	78	104	.	53	163
COc1ccc(-n2nc(C(=O)NCCC(=O)O)nc2-c2ccccc2)cc1	96	102	102	.	108	97	112	86	96
NC(C(=O)O)c1ccc(O)cc1 (stereo not drawn)	108	106	110	105	92	106	106	107	115
CC(C)C(=O)Nc1ccccc1	99	104	102	102	107	106	112	96	76
COc1ccc(-c2cc(=O)c3c(C)cc(O)cc3o2)cc1	109	99	113	123	100	104	122	100	108
Cn1c(=O)[nH]c(=O)c2nc(CC(O)c3ccco3)c(=O)[nH]c21 (stereo not drawn)	102	96	100	92	105	102	114	83	95
Cn1c(=O)c2c(nc3n2CCCN3CCc2ccccn2)n(C)c1=O	.	103	105	99	101	98	105	90	106
Cc1cc(NC(=O)CNc2nc(Oc3ccc(F)cc3)nc(-c3ccc(F)cc3)n2)ccc1Cl	96	100	98	.	112	100	93	97	89
COc1ccc(Nc2ccnc(NCCNc3ccnc4cc(Cl)ccc34)n2)cc1	72	58	59	61	57	59	56	45	37

# Next section, overlapping the part above by 5 compounds.
SMILES	TK-10	SN12C	U251	CAKI-1	ACHN	786-0	RXF 393	UO-31	A498
COc1ccc(-c2cc(=O)c3c(C)cc(O)cc3o2)cc1	109	99	113	123	100	104	122	100	108
Cn1c(=O)[nH]c(=O)c2nc(CC(O)c3ccco3)c(=O)[nH]c21 (stereo not drawn)	102	96	100	92	105	102	114	83	95
Cn1c(=O)c2c(nc3n2CCCN3CCc2ccccn2)n(C)c1=O	.	103	105	99	101	98	105	90	106
Cc1cc(NC(=O)CNc2nc(Oc3ccc(F)cc3)nc(-c3ccc(F)cc3)n2)ccc1Cl	96	100	98	.	112	100	93	97	89
COc1ccc(Nc2ccnc(NCCNc3ccnc4cc(Cl)ccc34)n2)cc1	72	58	59	61	57	59	56	45	37
COc1ccc(-c2nc3c(-c4ccccc4)c(Nc4ccccc4)nn3c(N)c2C#N)cc1	.	93	80	85	92	81	75	88	67
COc1cc(C2CC(c3ccccc3)=Nc3c(N)nc(N)nc3N2)ccc1Oc1nc(NCCO)nc(N2CCOCC2)n1 (stereo not drawn)	110	95	98	94	103	89	96	94	113
N=C1c2nc3n(c2C(=O)c2nc4n(c21)CCCC4)CCCC3	128	-86*	51	89	69	89	95	47	52
CC(=O)Nc1ccc2c(C(=O)O)c(C)c(=O)[nH]c2n1	106	92	115	86	96	102	118	85	102
CN1C(=O)C2(SCC(C(=O)NCc3ccccc3)N2C(=O)C2CCCCC2)c2ccccc21 (stereo not drawn)	115	102	98	.	104	101	119	64	99
CN(C)c1ccc(/C=N/O)cc1	94	94	96	103	93	104	107	91	73
COc1cc(/C=N/NC(=O)CN2CCN(c3cc4c(cc3F)c(=O)c(C(=O)O)cn4C3CC3)CC2)cc(OC)c1OC	94	94	93	95	101	96	102	81	92
Brc1ccc(-c2cn3ccnc3c(-c3ccc4ncn(C5CCCCC5)c4c3)n2)cc1	112	82	76	.	79	82	66	57	79
CN1C(=O)C(Nc2ccc(C(=O)Nc3ccc(F)cc3)cc2)=C(c2ccc(Cl)cc2)C1=O	75	84	78	71	68	88	101	58	94
O=C1C=CC(=O)N1Cc1ccco1	94	87	81	40	5.8*	104	69	63	110
C/C(=C(/c1ccc(O)cc1)c1ccc(Cl)cc1)c1ccccc1	-64*	-90*	-95*	-54*	-92*	-89*	-79*	-100*	-55*
O=C(O)C(Cc1ccccc1)N1C(=O)/C(=C/C(Cl)=C/c2ccc([N+](=O)[O-])cc2)SC1=S (stereo not drawn)	50	8.8*	8.4*	6.5*	41	-32*	-47*	29	.
CCc1cc2c(cc1C(C)=O)C(C)(C)CCC2(C)C	100	96	97	93	99	101	93	71	100

# Screening data as filed in PubChem BioAssay.
